HTR5A ag ctr = HTR5A agonists in luminescence cell assay, primary screen, counter-screen for OPRM1-OPRD1 heterodimer agonist project, full-deck HTS; 5-hydroxytryptamine receptor 5A (Homo sapiens), P47898; cell-based; activation, % at 9.3 µM; hit rate 0.61% among 340,000; in the data active means activation mostly above about 9.5%, no sharp cut-off; inactive means mostly below about 7.6%;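 further: 0% = cells with vehicle only and 100% = reference agonist; strong numbers were not always called active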
HTR5A inv ctr = HTR5A inverse agonists in luminescence cell assay, primary screen, counter-screen for OPRM1-OPRD1 heterodimer inverse agonist project, full-deck HTS; 5-hydroxytryptamine receptor 5A (Homo sapiens), P47898; HTR5A cell line, inverse agonism; hit rate 0.083% among 340,000; inhibition, % at 9.3 µM; AID 504634, 2011; in the data active means inhibition mostly above about 23%, no sharp cut-off; inactive means mostly below about 18%;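 further: 0% = cells with DMSO and 100% = no-cell wells with DMSO; some compounds called inactive have numbers as strong as hits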
V-ATPase pHluor = regulators of yeast V-ATPase proton pumping, primary screen, pHLuorin cytosolic pH fluorescence; hit rate 0.37% among 350,000; response, % at 10 µM; S. cerevisiae; in the data active means response mostly above about 7.3%, no sharp cut-off; inactive means mostly below about 5.4%; further: actives read high; inactives centre near 0; some compounds called inactive have numbers as strong as hits; reference of the scale not given here
MOR-DOR inv ag = inverse agonists of MOR-DOR heterodimerization, primary screen, cell-based, luminescence; cell-based MOR-DOR heterodimer luminescence, inverse agonism; inhibition, % at 9.3 µM; hit rate 0.21% among 340,000; AID 504357, 2011; in the data active means inhibition above about 22%, passing the limit was not always enough;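 further: 0% = cells with DMSO and 100% = wells without cells with DMSO; values of inactives mirror those of a sister screen read the other way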
PKA-R1A act = activators of PKA-R1A holoenzyme, primary screen, biochemical, fluorescence polarization, Cy5-IP20, bovine R1A, mouse PKAc; cAMP-dependent protein kinase type I-alpha regulatory subunit (Bos taurus) + …; PKA-R1A dissociation; scaled: DMSO 0%, 113 µM cGMP 100%; activation, % at 11.4 µM; hit rate 0.083% among 340,000; AID 504707, 2011;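 active means percent activation above the mean of all tested compounds plus 3 SD, cut at about 19% in these data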;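 further: higher means more PKAc released from R1A so a rise in polarization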
DSG3 Ab inh = inhibitors of pemphigus antibody binding to DSG3, primary screen, biochemical, bead-based, flow cytometry, scFv-GFP | DSG3-coupled beads, scFv-anti-DSG3-GFP binding; hits give low values | hit rate 0.48% among 310,000 | Desmoglein-3 (Homo sapiens), P32926 | binding (percent of control), % at 10 µM | AID 588358, 2011;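 active means binding more than 3 SD below its plate's average and above zero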;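 further: hits lower antibody fragment binding to DSG3; some compounds called inactive have numbers as strong as hits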
Target sequence (P32926 whole entry, looked up, the tested form may be a part): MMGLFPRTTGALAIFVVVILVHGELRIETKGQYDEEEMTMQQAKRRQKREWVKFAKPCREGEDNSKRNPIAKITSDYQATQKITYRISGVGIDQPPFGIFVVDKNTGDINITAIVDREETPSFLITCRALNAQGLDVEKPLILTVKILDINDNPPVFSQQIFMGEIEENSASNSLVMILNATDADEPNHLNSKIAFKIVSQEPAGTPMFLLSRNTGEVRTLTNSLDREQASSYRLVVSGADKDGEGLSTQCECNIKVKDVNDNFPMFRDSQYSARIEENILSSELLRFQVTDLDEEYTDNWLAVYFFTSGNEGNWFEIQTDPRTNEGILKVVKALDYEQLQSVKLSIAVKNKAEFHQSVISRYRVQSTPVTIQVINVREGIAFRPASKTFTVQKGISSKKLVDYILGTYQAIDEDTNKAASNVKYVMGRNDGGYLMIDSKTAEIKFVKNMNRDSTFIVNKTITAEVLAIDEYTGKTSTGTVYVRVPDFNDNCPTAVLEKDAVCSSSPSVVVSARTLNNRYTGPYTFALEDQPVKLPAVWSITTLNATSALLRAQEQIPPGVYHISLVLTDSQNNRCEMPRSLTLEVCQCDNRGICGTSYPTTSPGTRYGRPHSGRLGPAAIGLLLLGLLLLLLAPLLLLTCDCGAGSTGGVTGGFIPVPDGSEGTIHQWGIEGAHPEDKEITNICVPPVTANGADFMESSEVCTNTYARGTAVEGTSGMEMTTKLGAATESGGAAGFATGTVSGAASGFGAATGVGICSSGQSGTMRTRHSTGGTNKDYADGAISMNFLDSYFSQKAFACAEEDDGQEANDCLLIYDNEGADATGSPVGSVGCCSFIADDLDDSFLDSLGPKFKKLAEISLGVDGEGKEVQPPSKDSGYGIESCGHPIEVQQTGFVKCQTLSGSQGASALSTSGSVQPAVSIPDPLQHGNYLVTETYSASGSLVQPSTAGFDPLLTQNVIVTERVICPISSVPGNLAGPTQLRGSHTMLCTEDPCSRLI
OPRM1-OPRD1 ag = agonists of OPRM1-OPRD1 heterodimerization, primary screen, cell-based, luminescence. Mu-type opioid receptor (Homo sapiens) + Delta-type opioid receptor (Homo sapiens), …. cells. activation, % at 9.3 µM. hit rate 0.3% among 340,000; in the data active means activation above about 18%;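 further: 0% = vehicle-treated cells and 100% = reference agonist; values of inactives mirror those of a sister screen read the other way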
Arr AP2 block = inhibitors of beta-arrestin/AP2 binding, primary screen, biochemical, GPCR trafficking, flow cytometry; beta-arrestin 1 C-terminal peptide binding to AP2 beta2-adaptin appendage (human); FITC-arrestin peptide / GST-AP2 beads; AP2 beta2 appendage carries R879A mutation; inhibition, % at 10 µM; hit rate 0.31% among 340,000; AID 504490, 2011;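 active means inhibition above a set limit, near 3 SD of compounds lacking own fluorescence, cut at about 54% in these data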;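 further: plate controls were DMSO wells for no effect and 5 µM unlabelled arrestin peptide for full effect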
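System: GST-tagged AP2 beta2-adaptin appendage (R879A) on 4 µm glutathione beads / Reagent: FITC-arrestin peptide, 50 nM / Detection: HyperCyt-sampled flow cytometry, FL1 channel, ex 488/em 535 nm / Timing: 12 min plus 1 h, RT / Buffer or medium: PBS plus Tween 20 (0.05%) and BSA (0.1%)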
DAGLB inh = DAGLB lipase inhibitors, primary screen, biochemical, fluorescence, HTS; inhibition, % at 5.17 µM; Diacylglycerol lipase-beta (Homo sapiens), Q8NCG7; HEK293T DAGLB membrane lysate, EnzChek fluorogenic substrate; AID 504411, 2011; hit rate 0.059% among 340,000; in the data active means inhibition above about 34%;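 further: 0% = enzyme with vehicle and 100% = wells lacking enzyme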
PKA-R2B activ = activators of PKA-R2B holoenzyme, primary screen, biochemical, fluorescence polarization, Cy5-IP20, human. hit rate 0.079% among 340,000. cAMP-dependent protein kinase catalytic subunit beta (Homo sapiens) + cAMP-dependent …. AID 504700, 2011. activation, % at 11.4 µM. PKA-R2B holoenzyme dissociation; R2B truncated from residue 108, S112A mutant; 0% DMSO only, 100% 113 µM cGMP;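 active means activation above a cutoff set at the mean over all compounds plus 3 SD, cut at about 18% in these data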;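 further: higher means more holoenzyme dissociation and a rise in polarization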
Active calls of the source: *; / = no result given.

no.	Structure	HTR5A ag ctr	HTR5A inv ctr	V-ATPase pHluor	MOR-DOR inv ag	PKA-R1A act	DSG3 Ab inh	OPRM1-OPRD1 ag	Arr AP2 block	DAGLB inh	PKA-R2B activ
1	CC(=O)NC(Cc1ccc(F)c(F)c1)C(=O)NC1CCN(c2c(Cc3ccccc3)c(C)nc3ncnn23)CC1 (configuration not stated)	4	-5	2	0	3	94	0.0	3	2	-3
2	Cc1ccccc1Cn1c(C)cc(C)c(C#N)c1=O	0	9	1	12	-2	107	-2.4	5	-1	9
3	CCc1cc2ccc(C)cc2nc1SCC(=O)NNC(=O)c1ccco1	2	7	-2	1	1	108	-0.1	/	-2	0
4	Cc1cc(C)n(-c2nnc(SCC(=O)NC3CCCC3)c3ccccc23)n1	-1	3	6	1	2	/	-0.2	-3	0	-6
5	CCc1cc(C(N)=O)c(NC(=O)c2ccc(OC)cc2)s1	0	0	-3	2	3	97	-0.4	-5	-2	-6
6	Cc1ccc(N2C(=O)Nc3ccccc3C2(O)C(=O)N2CCN(c3ccccn3)CC2)cc1C (configuration not stated)	1	-2	-1	4	-5	120	-0.8	-4	2	-2
7	CCOc1ccc(/C=N/n2cc(-c3ccccc3)[nH]c2=S)cc1	-2	2	-1	-25	6	78	5.4	12	2	-12
8	CCN(Cc1ccc2c(c1)OCCO2)C(=O)CN1C(=O)NC2(CCc3ccccc32)C1=O (configuration not stated)	7	0	-3	2	5	110	-0.5	-11	-1	-8
9	CCCCOC(=O)C1=C(C)Nc2nnnn2C1c1ccccc1Cl (configuration not stated)	2	-7	2	-52	-4	97	8.9	17	-4	-5
10	CC(C)(C)OC(=O)N1CCCC1C(=O)N1CCc2ccccc21 (configuration not stated)	0	1	3	4	4	102	-0.8	7	-2	1
11	Cc1c(NC(=O)CSc2nncc3ccccc23)c(=O)n(-c2ccccc2)n1C	1	-2	5	5	9	104	-1.0	5	0	4
12	O=C(CN1CCN(c2ccc(O)cc2)CC1)N1CCc2ccccc21	0	0	1	-11	-12	107	2.1	13	0	-1
13	CC(C)OCCCNC(=S)Nc1ccc2nc3n(c(=O)c2c1)CCCCC3	-3	7	2	1	2	103	-0.3	38	-2	-4
14	COc1ccc(C)cc1NC(=O)c1ccc(OC(F)F)cc1	2	-6	-2	-3	-18	106	0.5	15	-6	5
15	O=C(c1ccco1)N(CCO)Cc1cc2cc3c(cc2[nH]c1=O)OCO3	-3	7	-2	11	-8	96	-2.2	10	-2	-5
16	CCOc1ccc(C(=O)NNC(=O)c2cc(S(=O)(=O)N3CCOCC3)ccc2Cl)cc1	2	-5	1	5	4	109	-1.2	7	1	-3
17	CCOC(=O)CNC(=O)/C=C/c1c(Cl)cccc1Cl	1	17	2	12	-7	/	-2.5	-11	-2	-3
18	CC(C)(C)OC(=O)C[C@@H]1C/C=C\C[C@H](CC(=O)N(CCO)Cc2ccccc2)C(=O)N[C@H](Cc2ccccc2)COC1=O	-2	2	-1	-89	-6	104	15	-6	2	-11
19	Cc1nc(-c2ccc(Cl)cc2)sc1C1(C)CC(c2ccc([N+](=O)[O-])cc2)=NO1 (configuration not stated)	0	0	1	-32	1	113	5.8	4	1	-5
20	O=C(CN1C(=O)S/C(=C\c2cccs2)C1=O)Nc1ccc(O)cc1C(=O)O	2	-8	-6	9	-13	94	-1.7	0	7	-1
21	CCOc1cccc(-c2cc(C(=O)Nc3ccon3)c3ccccc3n2)c1	2	-6	3	-12	-17	107	2.2	17	-3	-9
22	O=C1NC(Cc2ccccc2)C(=O)N1CC(=O)N1CCCc2ccccc21 (configuration not stated)	2	-7	0	13	-3	100	-2.5	-6	3	2
23	Cc1ccc(Cn2c(C)cc3c(c2=O)C(c2cccs2)C(C#N)=C(N)O3)cc1 (configuration not stated)	-1	5	4	7	3	96	-1.2	2	-2	-9
24	Oc1ccc(C(=S)N2CCCCC2)cc1	-2	7	4	13	-1	107	-2.4	-1	-1	-9
25	COc1cc(OC)c(C(=O)Nc2ccc(S(=O)(=O)N3CCCCC3)cc2)cc1OC	3	10	5	2	0	104	-0.4	2	1	4
26	O=C(CSC1=Nc2ccccc2C2CC=NN12)Nc1ccc(F)c(F)c1F (configuration not stated)	-1	-2	3	-20	-9	/	5.4	3	-10	-12
27	O=Nc1ccc(NOC(=O)c2ccccc2)cc1	2	6	5	4	-3	100	-0.7	-3	-6	-4
28	CCOC(=O)C(=CNc1nc(-c2ccc3ccccc3c2)cs1)C(=O)OCC	2	-7	2	3	7	/	-0.6	-14	-13	1
29	COc1ccccc1CN1C[C@@H]2C[C@@H](c3ccccc3C)N3CCC[C@@]23C1=O	0	16	-1	12	-2	103	-2.3	1	-3	-2
30	O=C(Nc1ccc(S(=O)(=O)N2CCCCC2)cc1)c1ccc(F)cc1	-5	5	6	-25	-7	101	3.6	-2	-2	-2

From no. 1 as far as 11, copied from above:
no.	Structure	HTR5A ag ctr	HTR5A inv ctr	V-ATPase pHluor	MOR-DOR inv ag	PKA-R1A act	DSG3 Ab inh	OPRM1-OPRD1 ag	Arr AP2 block	DAGLB inh	PKA-R2B activ
1	CC(=O)NC(Cc1ccc(F)c(F)c1)C(=O)NC1CCN(c2c(Cc3ccccc3)c(C)nc3ncnn23)CC1 (configuration not stated)	4	-5	2	0	3	94	0.0	3	2	-3
2	Cc1ccccc1Cn1c(C)cc(C)c(C#N)c1=O	0	9	1	12	-2	107	-2.4	5	-1	9
3	CCc1cc2ccc(C)cc2nc1SCC(=O)NNC(=O)c1ccco1	2	7	-2	1	1	108	-0.1	/	-2	0
4	Cc1cc(C)n(-c2nnc(SCC(=O)NC3CCCC3)c3ccccc23)n1	-1	3	6	1	2	/	-0.2	-3	0	-6
5	CCc1cc(C(N)=O)c(NC(=O)c2ccc(OC)cc2)s1	0	0	-3	2	3	97	-0.4	-5	-2	-6
6	Cc1ccc(N2C(=O)Nc3ccccc3C2(O)C(=O)N2CCN(c3ccccn3)CC2)cc1C (configuration not stated)	1	-2	-1	4	-5	120	-0.8	-4	2	-2
7	CCOc1ccc(/C=N/n2cc(-c3ccccc3)[nH]c2=S)cc1	-2	2	-1	-25	6	78	5.4	12	2	-12
8	CCN(Cc1ccc2c(c1)OCCO2)C(=O)CN1C(=O)NC2(CCc3ccccc32)C1=O (configuration not stated)	7	0	-3	2	5	110	-0.5	-11	-1	-8
9	CCCCOC(=O)C1=C(C)Nc2nnnn2C1c1ccccc1Cl (configuration not stated)	2	-7	2	-52	-4	97	8.9	17	-4	-5
10	CC(C)(C)OC(=O)N1CCCC1C(=O)N1CCc2ccccc21 (configuration not stated)	0	1	3	4	4	102	-0.8	7	-2	1
11	Cc1c(NC(=O)CSc2nncc3ccccc23)c(=O)n(-c2ccccc2)n1C	1	-2	5	5	9	104	-1.0	5	0	4

(more compounds)
no.	Structure	HTR5A ag ctr	HTR5A inv ctr	V-ATPase pHluor	MOR-DOR inv ag	PKA-R1A act	DSG3 Ab inh	OPRM1-OPRD1 ag	Arr AP2 block	DAGLB inh	PKA-R2B activ
31	CCOC(=O)N1CCC(N2C(=O)c3ccccc3C2Nc2ccc(C)cc2)CC1 (configuration not stated)	6	-15	2	16	-7	104	-2.9	-2	3	0
32	CCCN1C(=O)c2ccc(C(=O)NC3CCCCC3)cc2C1=O	4	-11	2	19	-7	104	-3.1	-9	2	-7
33	COc1cccc(OCc2cc(C(=O)NCc3ccccn3)no2)c1	-1	16	-1	9	-6	/	-1.7	-3	0	10
34	O=C(CCCN1C(=O)/C(=C/c2ccccc2)SC1=S)N1CCOCC1	5	-16	1	-24	-9	103	3.0	10	0	-6
35	Nc1nc(C23CC4CC(CC(Cl)(C4)C2)C3)cs1	-2	7	-8	-6	-1	116	1.1	47	-2	-1
36	CCc1cc2c(=O)[nH]c(Cc3ccccc3)nc2s1	-3	7	2	-5	3	/	1.3	-8	-1	7
37	Cc1cc(O)c(C(=O)Cc2csc(C)n2)c(O)c1	-1	12	1	17	2	102	-3.3	-2	-4	-19
38	Cn1cnnc1SCc1nnc(-c2ccccc2Br)o1	4	-5	1	1	-3	109	-0.2	18	3	9
39	CN(C)/C=N/c1nccc(-c2cccs2)n1	1	0	-2	-1	0	/	0.3	-10	-2	3
40	COCCN(C(=S)Nc1ccc(C)cc1C)C(C)c1cccs1 (configuration not stated)	2	-7	-3	18	0	99	-3.5	10	-4	2
41	O=C(O)c1ccccc1-c1csc(-c2ccccc2)n1	-2	5	2	13	16	97	-2.7	-5	1	11
42	COc1ccc(CN(CC(=O)NC2CCCC2)C(=O)c2csnn2)cc1	1	-2	3	-9	2	100	1.2	6	-1	2
43	N=c1n(CCN2CCCC2)c2ccccc2n1CC(O)c1ccc(Cl)c(Cl)c1 (configuration not stated)	/	/	0	/	0	115	/	12	5	2
44	CCOc1ccc(NC(=S)NCc2nc3ccccc3[nH]2)cc1	0	-1	11*	-5	-5	100	1.0	21	2	-2
45	CCOc1ccc(C(=O)Cn2cnnc2C#N)cc1	-1	4	0	5	-2	110	-0.9	22	-2	-2
46	CCOC(=O)C1=C(N)n2c(s/c(=C\c3cccs3)c2=O)=C(C(=O)OCC)C1c1cccs1 (configuration not stated)	1	-2	3	11	-1	/	-2.7	3	1	-1
47	CC(=O)OCc1c(C)cc(C)c(/C=C(/C#N)C(N)=O)c1C	4	11	-3	11	-16	112	-2.3	-16	0	-5
48	COc1ccc(OC)c(S(=O)(=O)NCc2cn3c(C)csc3n2)c1	-3	1	1	4	-5	99	-0.7	7	3	-5
49	CCN(CC)CCN(Cc1cc2cc(C)ccc2[nH]c1=O)C(=S)Nc1ccccc1	4	-5	2	5	-3	99	-0.9	2	2	0
50	CC(C)c1ccc(CN2CCC(n3nccc3NC(=O)C3CCCC3)CC2)cc1	/	/	-1	/	-10	106	/	/	0	-2
51	Cc1cc2c(cc1C)NC(c1ccccn1)C1=C(CC(C)(C)CC1=O)N2 (configuration not stated)	0	2	1	14	-3	95	-2.4	5	2	3
52	Cc1cc(N2CCN(Cc3nc(-c4ccc(F)cc4)oc3C)CC2)cc(C)n1	2	19	2	8	9	87	-1.6	16	0	-5
